RGS12 GoLoco inh – qHTS Assay for Inhibitors of RGS12 GoLoco Motif Activity (Red Fluorophore); AID 880, 2007; hit rate 0.44% among 230,000; Gai1:RGS12 GoLoco peptide FP, rhodamine, 10 min; Guanine nucleotide-binding protein G(i) subunit alpha-1 (Homo sapiens), P63096; Potency, µM (doses to about 61.6 µM), inactives show at the top dose activity, negative = inhibition, most hits filed as inhibitors; active means well fitted inhibition curve with a large enough effect, not every such curve was filed as active; inactive means no such curve, though single readings can be large or run the other way; further: nearly all actives have a fitted effect of over 30% in size; many of its hits are not listed in these tables
TRb SRC2 PPI – qHTS for Inhibitors of the Interaction of Thyroid Hormone Receptor and Steroid Receptor Coregulator 2; hit rate 0.065% among 280,000; Thyroid hormone receptor beta (Homo sapiens), P10828; TRbeta-SRC2 peptide binding, fluorescence polarization; receptor liganded with 1 µM T3; Potency, µM (series often up to 106 µM), inactives show at the top dose activity change, negative = inhibition, hits mostly inhibitors; AID 1469, 2008;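 further: plate controls were bound peptide for no effect and peptide without receptor for full effect; nearly all actives have a fitted effect of over 50% in size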
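Compounds were added to 0.6 uM TRb ligand-binding domain and 20 nM Texas Red-labeled SRC2 peptide in Tris buffer containing 1 uM T3, incubated 5 hr at ambient temperature, then read by fluorescence polarization.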
KDM4E inh – qHTS Assay for Inhibitors of Human Jumonji Domain Containing 2E (JMJD2E); JMJD2E catalytic domain, FDH-coupled NADH fluorescence (FDH is formaldehyde dehydrogenase); hit rate 1.6% among 230,000; AID 2147, 2009; Potency, µM (top dose mostly 57.1 µM), inactives show top-dose activity change, negative = inhibition, actives largely listed as inhibitors; active means well fitted inhibition curve with a large enough effect, not every such curve was filed as active; inconclusive means small, poorly fitted or top-dose-only effect, or another doubt; inactive means no such curve, though single readings can be large or run the other way;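 further: 0% = wells with enzyme and -100% = buffer wells without enzyme; nearly all actives have a fitted effect of over 50% in size; many of its hits are not listed in these tables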
Tau FP inhib – qHTS for Inhibitors of Tau Fibril Formation, Fluorescence Polarization. Microtubule-associated protein tau (Homo sapiens), P10636. K18 P301L tau heparin fibrillization, Alexa594 FP, 6 h. Potency, µM (top dose mostly 57.7 µM), for the others: at the top dose activity, negative = inhibition, actives largely listed as inhibitors. hit rate 0.39% among 280,000. AID 1468, 2008; further: nearly all actives have a fitted effect of over 55% in size
Target sequence (P10636 561-689 P618L limits assumed): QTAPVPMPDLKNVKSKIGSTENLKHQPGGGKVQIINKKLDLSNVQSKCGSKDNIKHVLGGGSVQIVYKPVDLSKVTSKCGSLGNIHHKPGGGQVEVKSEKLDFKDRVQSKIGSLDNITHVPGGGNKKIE
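Human tau K18 […] P301L fragment, 15 uM unlabeled plus 0.24 uM Alexa 594-labeled tau (final), with compound and 20 uM heparin in 100 mM sodium acetate pH 7; 6 hr at 37 C, then Alexa 594 FP read.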
TexasRed fluor – Total Fluorescence Counterscreen for Inhibitors of the Interaction of Thyroid Hormone Receptor and Steroid Receptor Coregulator 2. Potency, µM (top dose mostly 106 µM), for the others: at the highest dose fluorescence change, negative = quenching. AID 1479, 2009. hit rate 0.29% among 280,000. TRb/SRC2 Texas Red total fluorescence interference; active means well fitted curve in either direction with a large enough effect; inconclusive means small, poorly fitted or top-dose-only effect
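Human TRβ ligand-binding domain (0.6 uM) and Texas Red SRC2 peptide (20 nM) in Tris buffer with 1 uM T3 and 5% DMSO were incubated with pinned compound for 5 hr at ambient temperature. Total fluorescence was computed as S + 2P (555/632 nm).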
RECQ1 helicase – qHTS Assay for Inhibitors of RecQ-Like Dna Helicase 1 (RECQ1). ATP-dependent DNA helicase Q1 (Homo sapiens), P46063. RECQ1 DNA unwinding, red fluorescence kinetic read. Potency, µM (titrated, usually from 57.3 µM), without a hit: at the top dose activity, negative = inhibition, hits mostly inhibitors. hit rate 0.54% among 240,000. AID 2549, 2010;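 further: plate controls were vehicle for no effect and no enzyme for full effect; nearly all actives have a fitted effect of over 30% in size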
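RECQ1T1 50 nM; forked duplex (20 bp + 30-nt ss tails) 200 nM, ATP 2 mM final; pH 8.0, 2 mM MgCl2, 2.5 ug/ml poly(dI-dC); 15 min compound preincubation; discontinuous kinetic read over 2 h at RT.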
L3MBTL1 block – qHTS Assay for the Inhibitors of L3MBTL1. Lethal(3)malignant brain tumor-like protein 1 (Homo sapiens), Q9Y468. AlphaScreen L3MBTL1–H3K9me1 peptide binding. Potency, µM (doses to about 57.1 µM), for inactives: top-dose activity, negative = inhibition, most hits filed as inhibitors. hit rate 0.66% among 230,000. AID 485360, 2010; further: nearly all actives have a fitted effect of over 60% in size
Target sequence (Q9Y468 whole entry, looked up): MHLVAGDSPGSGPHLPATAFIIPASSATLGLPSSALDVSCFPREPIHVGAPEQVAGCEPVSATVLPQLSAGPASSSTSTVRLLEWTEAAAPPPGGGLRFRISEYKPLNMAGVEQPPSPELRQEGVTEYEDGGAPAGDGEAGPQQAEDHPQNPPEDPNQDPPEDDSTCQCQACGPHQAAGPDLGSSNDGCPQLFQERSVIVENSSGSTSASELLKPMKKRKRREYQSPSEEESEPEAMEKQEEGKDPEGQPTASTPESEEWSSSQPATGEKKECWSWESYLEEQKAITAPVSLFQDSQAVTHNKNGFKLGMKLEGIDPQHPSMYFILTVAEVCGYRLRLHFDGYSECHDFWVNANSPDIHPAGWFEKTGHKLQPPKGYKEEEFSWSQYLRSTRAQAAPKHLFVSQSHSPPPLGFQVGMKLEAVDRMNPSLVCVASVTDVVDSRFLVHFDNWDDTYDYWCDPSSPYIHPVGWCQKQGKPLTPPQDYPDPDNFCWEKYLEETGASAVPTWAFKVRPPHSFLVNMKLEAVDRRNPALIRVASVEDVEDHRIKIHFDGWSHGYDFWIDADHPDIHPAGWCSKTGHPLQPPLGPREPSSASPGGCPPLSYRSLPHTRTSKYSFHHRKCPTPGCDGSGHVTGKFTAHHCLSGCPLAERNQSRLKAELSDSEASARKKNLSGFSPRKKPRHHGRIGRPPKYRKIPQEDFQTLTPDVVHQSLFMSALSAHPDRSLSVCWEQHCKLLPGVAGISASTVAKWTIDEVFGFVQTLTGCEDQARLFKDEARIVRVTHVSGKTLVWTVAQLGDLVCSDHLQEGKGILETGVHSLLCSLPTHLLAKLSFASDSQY
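L3MBTL1 (50 nM) pre-complexed 30 min with biotinylated H3(1-15)K9me1 peptide (75 nM), then compounds added for 30 min at room temperature; AlphaScreen streptavidin donor/nickel chelate acceptor beads (10 ug/mL final) read after 30 min dark incubation.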
Tau fibril ThT – qHTS for Inhibitors of Tau Fibril Formation, Thioflavin T Binding; Microtubule-associated protein tau (Homo sapiens), P10636; recombinant tau K18 P301L, heparin-induced fibrillization, ThT fluorescence; Potency, µM (highest dose often 57.4 µM), without a hit: at the top dose activity, negative = inhibition, hits mostly inhibitors; hit rate 2.1% among 270,000; further: nearly all actives have a fitted effect of over 55% in size
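ThT emission at 510 nm, taken 1 hr after adding 30 uM dye, quantifies aggregates formed when 20 uM heparin acts on human tau K18 P301L for 6 hr at 37 C.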
* hit, by the source's call; i = inactive; ? = inconclusive; . = no result given; [ ] = another dose, or the depositor's remark. Unless noted, the call rests on the fitted dose curve; in most records, active means well fitted curve in the direction sought with a large enough effect; inconclusive means small, poorly fitted or top-dose-only effect, or another doubt; inactive means no such curve, though single readings can be large; an effect the other way counts as inactive or inconclusive. Unless noted, on the % scale 0 is the no-effect control and ±100 the full control effect; potency means the concentration at half of the fitted maximal effect. An excerpt; rates above refer to the full screens.

Each structure is followed by: RGS12 GoLoco inh	TRb SRC2 PPI	KDM4E inh	Tau FP inhib	TexasRed fluor	RECQ1 helicase	L3MBTL1 block	Tau fibril ThT
CCOC(=O)CSc1nnc(-c2cccc(Cl)c2)n1CC
  1.3%	0.3%	6.5%	0.7%	-7.2%	i	0.2%	-1.3%
CCN(C1CCCCC1)S(=O)(=O)c1ccc(C(=O)O)cc1
  1.3%	-7.3%	-0.4%	3.1%	-2.3%	-2.9%	7.6%	-5.0%
COc1ccc(-c2csc(/C(C#N)=C\c3ccc(OC)c([N+](=O)[O-])c3)n2)cc1
  3.1%	3.8%	1.8%	0.5%	-0.8%	-1.7%	15.8%	?
Cc1ccc(-c2nc3c(c(=O)[nH]c(=O)n3CC(C)C)n2CC(C)C)cc1[N+](=O)[O-]
  -4.2%	6.4%	-5.7%	-3.5%	-0.3%	i	-2.3%	-2.3%
CCCCCCOc1ccc(N2C(=O)CC(S/C(N)=N/N=C(\C)c3cccs3)C2=O)cc1 (stereo unspecified)
  6.0%	2.3%	-1.6%	?	2.7%	-10.7%	-3.8%	-2.5%
CC(C)(C)NC(=O)NC(=O)COC(=O)CNS(=O)(=O)/C=C/c1ccccc1
  5.0%	7.2%	0.9%	-7.5%	-0.6%	-2.5%	-2.5%	1.4%
Cc1cnc(C(=O)Nc2cc(F)ccc2C)cn1
  10.2%	6.2%	12.1%	1.0%	-2.2%	i	1.0%	-1.5%
CCOC(=O)c1cccc(NC(=O)CSc2nnc(C)n2Cc2ccccc2)c1
  1.4%	-4.3%	4.4%	0.9%	-0.2%	-4.1%	.	-15.7%
O=C(CNc1n[nH]c(=O)[nH]c1=O)N/N=C/c1ccccc1
  13.0%	-1.1%	2.6%	-4.3%	-1.3%	-6.9%	6.5%	-3.6%
CCc1nc(C)c(C#N)c2cc(OC)c(OC)cc12
  -2.7%	-16.7%	-14.2%	0.4%	-1.1%	-15.1%	-6.7%[11.4 µM]	2.0%
CCOc1ccc(-c2nnn(CC(=O)c3cc(OC)ccc3OC)n2)cc1
  -3.0%	-6.2%	?	-6.5%	-0.4%	-17.2%	14.3%	-5.0%
CN(c1ccc(OCC(=O)N2CCN(c3ccc(F)cc3)CC2)cc1)S(=O)(=O)c1cccs1
  7.9%	5.4%	5.3%	1.0%	-1.4%	-16.6%	.	-21.5%
Cc1cccc(-c2nnc(SCC(=O)C(C)(C)C)n2C)c1
  -5.0%	2.6%	-20.3%	-4.7%	-3.4%	-1.5%	-1.3%	-5.6%
CC1(C)C2CC=C(/C=N/NC(=O)C(N)=O)C1C2 (stereo unspecified)
  -4.0%	0.2%	36.9%[activator]	-0.1%	-2.1%	i	17.7%	-7.9%
FC(F)(F)c1cccc(-c2nc(COc3ccc(Cl)cc3Cl)no2)c1
  -22.1%	2.5%	-15.3%	?	-1.6%	7.9%	158.4%[activator]	-15.0%
Cc1ccc(Nc2nc3nonc3[nH]c2=O)cc1C
  -14.0%	-21.1%	8.5%	6.6%	-1.7%	i	.	11.9%
COC(=O)c1cc(OC)c(OC)c(OC)c1NC(=O)c1cc(=O)n(C)c(=O)n1C
  .	-7.7%	.	2.5%	?	.	.	-6.9%
C=C1OC(CO)(n2cnc3c(N)ncnc32)C(O)C1O (stereo unspecified)
  0.2%	1.4%	.	-4.2%	3.2%	-3.0%	.	-3.3%
COc1cc(-c2cc3nc(C)c(C)c(=O)n3[nH]2)cc(OC)c1OC
  4.3%	3.1%	?	-8.2%	-2.5%	-9.9%	1.8%	-14.4%
O=c1c2ccccc2nc2sc(Nc3cccc(C(F)(F)F)c3)nn12
  .	-9.1%	.	-9.7%	2.7%	.	.	2.0%

2 successive compounds out of the list so far, for reference:
Each structure is followed by: RGS12 GoLoco inh	TRb SRC2 PPI	KDM4E inh	Tau FP inhib	TexasRed fluor	RECQ1 helicase	L3MBTL1 block	Tau fibril ThT
CCOC(=O)CSc1nnc(-c2cccc(Cl)c2)n1CC
  1.3%	0.3%	6.5%	0.7%	-7.2%	i	0.2%	-1.3%
CCN(C1CCCCC1)S(=O)(=O)c1ccc(C(=O)O)cc1
  1.3%	-7.3%	-0.4%	3.1%	-2.3%	-2.9%	7.6%	-5.0%

(continued)
Each structure is followed by: RGS12 GoLoco inh	TRb SRC2 PPI	KDM4E inh	Tau FP inhib	TexasRed fluor	RECQ1 helicase	L3MBTL1 block	Tau fibril ThT
O=C(c1ccoc1)N1CCC2(CC1)Oc1ccc(F)cc1C(=O)C21CC(c2cccnc2)=NO1 (stereo unspecified)
  2.9%	-0.1%	?	4.5%	-0.4%	i	.	0.3%
COc1cc(C(=O)Nc2c(C)cc(C)cc2C)c([N+](=O)[O-])cc1OC
  -13.1%	-4.4%[53 µM]	-2.5%	1.6%	0.9%[53 µM]	-3.2%	5.2%	3.1%
CCOc1ccccc1NC(=O)c1oc2ccccc2c1NC(=O)C1CCCO1 (stereo unspecified)
  11.9%	-3.7%	47.7%[activator]	?	-0.9%	-15.4%	4.5%	-10.8%
CCOc1ccc(/C=C2\SC(=S)N(C(C(=O)O)c3ccccc3)C2=O)cc1OC (stereo unspecified)
  4.0%	-2.0%	-3.2%	0.6%	-5.5%	-1.0%	-18.4%	?
O=C1C2C3C=CC(C2C(=O)N1c1cccc(O)c1)C1C2C(=O)N(c4cccc(O)c4)C(=O)C2C31 (stereo unspecified)
  2.6%	0.1%	-0.8%	4.1%	-9.5%	-13.1%	-27.5%	-11.0%
O=[N+]([O-])c1ccc(N2CCCCC2)nc1
  -11.4%	4.3%	-2.2%	-5.9%	0.2%	-25.0%	21.3%	-9.5%
Cc1ccc2[nH]cc(C(=O)CN3CCC4(CC3)OCCO4)c2c1
  5.9%	-19.5%	-21.7%	-0.2%	-2.1%	-1.1%	6.6%	0.2%
Cc1cc(C(F)F)n2nc(C(=O)Nc3ccccc3F)nc2n1
  5.3%	-4.5%	1.4%	-20.9%	-8.8%	-0.9%	.	-0.1%
Cc1nn(-c2nc3ccccc3[nH]2)c(N)c1-c1ccc(Cl)cc1
  -7.5%	-10.9%	-21.2%	-2.4%	-0.4%	-1.6%	-8.4%	-16.0%
COc1cc(CNc2nc(C)c([N+](=O)[O-])c(C)c2C#N)cc(OC)c1
  6.7%	-0.4%	-6.4%	?	0.2%	-3.8%	-5.4%	-25.0%
CCOC(=O)N1CCN(c2cc(C)nc3nc(C)nn23)CC1
  12.6%	2.2%	-5.1%	0.3%	-7.0%	-17.5%	?	-2.3%
CC(C)c1ccc(OCC(=O)N(c2ccccn2)C2CCCCC2)cc1
  3.6%	-26.3%[53 µM]	2.6%	4.8%	5.62µM*[quencher]	-12.6%	37.6%[activator]	-6.0%
COC(=O)CN=Cc1c(O)n(-c2ccc(Cl)cn2)c(=O)c2ccccc12
  5.2%	7.1%	3.4%	1.9%	0.2%	-5.8%	4.4%	3.9%
CC(C)(C)NC(=O)CSc1nc(-c2ccc(F)cc2)cs1
  1.2%	-4.6%	-1.0%	-6.0%	0.7%	5.2%	.	-6.7%
CC(=O)Nc1ccc(/C(C)=N\NC(=O)c2ccc(-c3ccccc3)cc2)cc1
  29.8%	8.7%	0.1%	-5.5%	-2.1%	i	-1.9%	?
COc1ccc(C2CC(=O)N(Cc3ccccc3C)c3c2c(C)nn3-c2nc(C)cc(C)n2)c(OC)c1 (stereo unspecified)
  .	-4.2%	.	5.5%	2.6%	.	.	6.9%
CN(C)CCCNC1=CC(=O)OC12CCCCC2
  -3.8%	2.8%	5.3%	4.0%	-0.6%	-3.4%	-9.4%	0.9%
Cc1cc(NC(=O)c2cccc(N3C(=O)CCC3=O)c2)no1
  .	3.6%	8.5%	-14.1%	1.9%	0.0%	-0.2%	?
Clc1ccc(-c2cn3cccnc3n2)cc1Cl
  35.0%[activator]	-2.4%	?	-1.2%	22.5%	-18.5%	.	?
CN(C)c1nc(N)nc(/C(C#N)=C/C2CC3C=CC2C3)n1 (stereo unspecified)
  21.9%	7.7%	6.3%	-15.0%	2.9%	-10.7%	?	-7.7%

Later entries
Each structure is followed by: RGS12 GoLoco inh	TRb SRC2 PPI	KDM4E inh	Tau FP inhib	TexasRed fluor	RECQ1 helicase	L3MBTL1 block	Tau fibril ThT
COc1ccc(C(=O)Nc2cc(OC)nc(OC)n2)cc1
  -2.6%	-6.4%	6.7%	-2.7%	0.3%	-0.6%	1.9%	-9.9%
COc1ccc(C(=O)c2ccc(OC)c(N)c2)cc1N
  -21.1%	-26.4%	1.1%	4.5%	0.7%	-7.8%	?	-4.6%
CC(=C/c1ccccc1)/C=N/Nc1nc(N2CCCCC2)nc(N2CCCCC2)n1
  0.1%	-2.9%	1.1%	1.1%	-3.4%	-7.2%	4.4%	-4.6%
O=C(CSCc1ccc(F)cc1)N1CCc2c([nH]c3ccccc23)C1c1ccc(Cl)cc1 (stereo unspecified)
  .	-3.0%	.	?	-1.9%	.	.	-3.5%
Cn1c(CSc2nc3ccccc3s2)nnc1SCC(=O)NCc1ccccn1
  -2.4%	-9.1%	8.8%	0.2%	0.2%	-6.5%	38.4%[activator]	10.7%
O=C1CCCc2c1cc(C(=O)O)c(=O)n2-c1ccccc1
  -3.9%	1.3%	5.7%	-0.7%	-2.2%	-1.7%	3.6%	-10.1%
